MCL1-BIM inh = inhibitors of human MCL1 binding to BIM-BH3 peptide. GST-MCL1 / FITC-Bim-BH3 fluorescence polarization. inhibition, % at 10.9 µM. 320,000 tested, 0.68% active;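 active = inhibition above the mean inhibition of all tested compounds plus 3 SD, set per campaign, cut at about 40% in these data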;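 also: 0% = DMSO wells and 100% = unlabeled Bim-BH3 peptide control; higher means more loss of mP so more displacement of Bim peptide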
Target sequence (Q07820 whole entry, looked up): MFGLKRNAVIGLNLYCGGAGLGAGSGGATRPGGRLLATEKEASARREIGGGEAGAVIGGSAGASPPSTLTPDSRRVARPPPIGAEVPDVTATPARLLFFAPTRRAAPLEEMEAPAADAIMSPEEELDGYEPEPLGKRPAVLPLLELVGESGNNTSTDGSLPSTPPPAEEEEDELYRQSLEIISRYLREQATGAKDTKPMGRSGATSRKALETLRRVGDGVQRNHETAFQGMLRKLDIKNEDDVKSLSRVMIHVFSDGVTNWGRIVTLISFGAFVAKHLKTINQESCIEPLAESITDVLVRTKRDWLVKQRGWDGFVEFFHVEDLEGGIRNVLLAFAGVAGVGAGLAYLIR
VLA-4 inh = inhibition in a human VLA-4 binding assay; 330,000 tested, 0.2% active; inhibition, % (about 7 µM as worked out from the volumes in the protocol); P13612; VLA-4 expressing cells, ligand binding flow cytometry; AID 2557; in the data active = inhibition above about 50%
CIT2 TOR yeast = yeast TOR pathway CIT2-GFP modulation; S. cerevisiae CIT2-GFP strain, flow cytometry, 3 h; 100 means same as DMSO wells; GFP response vs DMSO, % at 10 µM; 320,000 tested, 0.065% active; AID 2029;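 active = GFP response relative to DMSO above a set limit, near the screen mean plus 3 SD, cut at about 150% in these data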;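 also: ratio of well median GFP fluorescence to mean of DMSO wells on the plate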
GRK2 inh = blocks RNA aptamer binding to human GRK2 | 330,000 tested, 0.59% active | inhibition of aptamer binding, % at 10 µM | bead flow cytometry, FAM-aptamer displacement from GRK2;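 active = inhibition of aptamer binding above 40%, roughly 3 SD of noise, on plates passing a quality check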;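 also: median bead fluorescence of bound FAM aptamer so fluorescent compounds give negative values; no value below 0 was filed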
BCLXL inh = blocks human Bcl-xL binding to Bim BH3 peptide; GST-Bcl-xL / FITC-Bim BH3 peptide fluorescence polarization; inhibition, % at 10.9 µM; 320,000 tested, 0.7% active; AID 2129;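 active = inhibition above the mean of all tested compounds plus 3 SD, cutoff set per campaign, cut at about 30% in these data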;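 also: 0% = DMSO wells and 100% = unlabeled Bim-BH3 peptide competitor; inhibitors lower millipolarization by displacing the labeled peptide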
Target sequence (Q07817 whole entry, looked up): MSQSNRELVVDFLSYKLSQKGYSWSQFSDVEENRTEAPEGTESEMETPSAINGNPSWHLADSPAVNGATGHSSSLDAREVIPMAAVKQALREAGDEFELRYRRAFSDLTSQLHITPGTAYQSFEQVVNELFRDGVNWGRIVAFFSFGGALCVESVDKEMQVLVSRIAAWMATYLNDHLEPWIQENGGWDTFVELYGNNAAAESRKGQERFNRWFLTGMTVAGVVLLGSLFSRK
GLD-1 RNA inh = GLD-1-TGE RNA interaction inhibition (C. elegans); Q17339; inhibition, % at 5.96 µM; purified GLD-1 + fluorescein TGE RNA, fluorescence polarization; 320,000 tested, 0.44% active;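 active = percent inhibition above a per-plate cutoff, the plate mean of test compounds plus 3 SD, cut at about 30% in these data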;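 also: 0% = DMSO wells with GLD-1 and probe and 100% = wells lacking GLD-1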
AGP1-GFP MLPCN = modulators of TOR pathway AGP1-GFP in S. cerevisiae | GFP response vs DMSO, % at 10 µM | AID 2066 | S. cerevisiae AGP1-GFP multiplex flow cytometry, 3 h; GFP as percent of DMSO wells | 320,000 tested, 0.02% active;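 active = GFP response relative to DMSO above a set limit, near screen average plus 3 SD, cut at about 150% in these data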;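 also: median GFP channel fluorescence of the gated AGP1 strain per well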
Fam108B inh = Fam108B inhibition, counter-screen for RBBP9 inhibitors | AID 1947 | inhibition, % at 9.51 µM | 300,000 tested, 0.33% active | recombinant Fam108B, FP-Rh probe fluorescence polarization;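 active = inhibition above the screen mean inhibition plus 3 SD, computed separately per campaign, cut at about 18% in these data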;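 also: inhibitors lower polarization as less probe binds the enzyme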
MEX-5 binding = C. elegans MEX-5 TCR-2 RNA binding activity; Q9XUB2; MEX-5/FITC-TCR2 RNA binding, fluorescence polarization; active compounds read low; activity score (negative = inhibition of binding), % at 10 µM; 300,000 tested, 0.38% active; AID 1832;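 active = inhibition past about -25% in most replicates, and total fluorescence under double the plate's negative control median, limit read from the data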;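 also: 0% = DMSO and -100% = 5 µM competing unlabeled TCR2 RNA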
* hit, by the source's call; · = not tested or not shown.

The line under a structure holds: GLD-1 RNA inh, BCLXL inh, GRK2 inh, Fam108B inh, CIT2 TOR yeast, MCL1-BIM inh, AGP1-GFP MLPCN, VLA-4 inh, MEX-5 binding
CCN1CCN(c2ccc(N3CCN(S(=O)(=O)c4cc([N+](=O)[O-])ccc4C)CC3)nn2)CC1
    4, 2, 0, -2, 100, -2, 108, 7, -3.0
O=C1/C(=C/c2ccccc2)SC(=S)N1CC(=O)N1CCCCC1c1cccnc1 (centres undefined)
    7, 5, 0, -2, 95, 4, 101, 9, 1.1
O=C(CCNC(=O)C1CCN(S(=O)(=O)c2ccc(F)cc2)CC1)Nc1nccs1
    7, 2, 3, -2, 100, 4, 104, 13, 2.6
COc1ccccc1OCCNC(=O)CNC(=O)c1ccc2c(c1)OCO2
    4, -1, 0, 1, 103, -1, 104, 5, -0.3
COC(=O)Cc1cc(=O)[nH]c(/N=C(\N)Nc2ccc(C)cc2C)n1
    0, 3, 2, 0, 86, 2, 83, 2, -0.6
Cc1c(C)c2c(C)nn(-c3ccccc3)c2[nH]c1=O
    0, 6, 1, 2, 94, -4, 101, 10, 0.5
CC(C)(C)NC(=O)/C(=C\c1ccco1)NC(=O)c1ccco1
    ·, ·, 3, ·, 121, ·, 98, -4, 0.7
Cn1cc(CN2CCC(N3CCNC(=O)CC3)CC2)c(-c2ccccc2F)n1
    -1, -3, 0, -1, 90, -8, 90, 7, 0.0
N#CC1(NC(=O)CSc2nc3ccc([N+](=O)[O-])cc3s2)CCCCC1
    1, 2, 1, -4, 102, -1, 101, -2, -5.0
CCn1c(C)c(Br)c(=O)c(C(=O)OC)c1-c1ccc(Cl)cc1
    6, 1, 0, 0, 97, 9, 96, 7, 0.4
CC(C)c1onc(C(=O)NCc2ccccc2)c1[N+](=O)[O-]
    3, 10, 2, 0, 100, 9, 104, 7, 0.3
C=CCSc1nc2ccccc2n1C(=O)/C=C/c1cc(OC)c(OC)c(OC)c1
    6, -7, 1, -4, 98, -6, 93, 15, -0.2
O=C1COc2ccc(S(=O)(=O)N3CCC(C(=O)NCc4ccccc4)CC3)cc2N1
    3, 6, 5, 1, 101, 1, 96, 6, 1.4
COc1ccc(CCNC(=O)CCSc2nc(-c3ccco3)cc(C(F)(F)F)n2)cc1
    4, 5, 2, 0, 95, 1, 88, -9, -2.6
CCOc1cc(NC(=O)c2ccco2)c(OCC)cc1NC(=O)c1ccco1
    0, 7, 0, -3, 110, 3, 103, 3, -2.2
COc1ccc(OC)c(NC(=O)CCN2CCN(c3ccccc3F)CC2)c1
    -4, 7, 3, 1, 102, -1, 94, -7, 0.3
COc1ccc(CNC(=O)CCC(=O)N2CCN(C(C)=O)CC2)cc1
    4, 8, 0, 1, 104, 1, 100, -9, -3.1
O=C(NC1C/C(=N/O)c2cc3c(cc21)OCO3)C(F)(F)F (centres undefined)
    8, 1, 1, 0, 98, 1, 87, 3, 0.8
Cc1ccc2c(c1)N(C(=O)CCC(=O)NCc1cccnc1)CCO2
    7, 3, 0, -2, 105, 3, 101, -12, 1.9
Cc1cccc(CC2S/C(=N/N=C/c3ccco3)N(c3ccccc3)C2=O)c1 (centres undefined)
    3, 4, 3, 2, 98, 6, 108, ·, -0.5

Reformatted: results already given
Molecule	GLD-1 RNA inh	BCLXL inh	GRK2 inh	Fam108B inh	CIT2 TOR yeast	MCL1-BIM inh	AGP1-GFP MLPCN	VLA-4 inh	MEX-5 binding
CCOc1cc(NC(=O)c2ccco2)c(OCC)cc1NC(=O)c1ccco1	0	7	0	-3	110	3	103	3	-2.2
O=C(NC1C/C(=N/O)c2cc3c(cc21)OCO3)C(F)(F)F (centres undefined)	8	1	1	0	98	1	87	3	0.8
CC(C)c1onc(C(=O)NCc2ccccc2)c1[N+](=O)[O-]	3	10	2	0	100	9	104	7	0.3
O=C1/C(=C/c2ccccc2)SC(=S)N1CC(=O)N1CCCCC1c1cccnc1 (centres undefined)	7	5	0	-2	95	4	101	9	1.1
Cc1c(C)c2c(C)nn(-c3ccccc3)c2[nH]c1=O	0	6	1	2	94	-4	101	10	0.5
COc1ccc(CNC(=O)CCC(=O)N2CCN(C(C)=O)CC2)cc1	4	8	0	1	104	1	100	-9	-3.1
Cc1ccc2c(c1)N(C(=O)CCC(=O)NCc1cccnc1)CCO2	7	3	0	-2	105	3	101	-12	1.9

Next part
The line under a structure holds: GLD-1 RNA inh, BCLXL inh, GRK2 inh, Fam108B inh, CIT2 TOR yeast, MCL1-BIM inh, AGP1-GFP MLPCN, VLA-4 inh, MEX-5 binding
CCCCCCC(=O)N(O)C1CC(=O)N(c2ccccc2)C1=O (centres undefined)
    4, 9, 1, -4, 109, 15, 108, 8, 0.2
CN(C(=O)COc1ccc(Br)cc1Cl)C1CCCCC1
    1, 7, 28, 6, 105, 5, 103, 5, 0.2
CSc1nc(N2CCN(Cc3ccc4c(c3)OCO4)CC2)c2ccccc2n1
    -5, 3, 6, 0, 102, 4, 94, 5, 0.7
O=C(CCS(=O)(=O)c1cccc2nonc12)NCCc1ccccc1Cl
    6, -13, 1, -7, 104, -18, 99, 0, -5.2
Cc1nn2c(N3CCN(C4CCCC4)CC3)cc(C(C)(C)C)nc2c1-c1ccccc1
    -6, 1, 0, 3, 102, 3, 98, -7, ·

An excerpt from above in order of molecular weight, lowest first.
The line under a structure holds: GLD-1 RNA inh, BCLXL inh, GRK2 inh, Fam108B inh, CIT2 TOR yeast, MCL1-BIM inh, AGP1-GFP MLPCN, VLA-4 inh, MEX-5 binding
Cc1c(C)c2c(C)nn(-c3ccccc3)c2[nH]c1=O
    0, 6, 1, 2, 94, -4, 101, 10, 0.5
N#CC1(NC(=O)CSc2nc3ccc([N+](=O)[O-])cc3s2)CCCCC1
    1, 2, 1, -4, 102, -1, 101, -2, -5.0
Cc1nn2c(N3CCN(C4CCCC4)CC3)cc(C(C)(C)C)nc2c1-c1ccccc1
    -6, 1, 0, 3, 102, 3, 98, -7, ·

Bioassay records deposited in PubChem BioAssay by several laboratories.
